# Bioassay records (PubChem BioAssay)
# BoNT-A LC inh2 = BoNT/A light chain protease inhibitors, primary screen, biochemical, flow cytometry, MLPCN library; Botulinum neurotoxin type A light chain protease (Clostridium botulinum A str. ATCC 3502); multiplex microsphere protease substrate cleavage; inhibition, % at 10 µM; 360,000 tested, 0.17% active; also: plate controls were buffer without enzyme for full effect and enzyme alone for no effect
# CCHF vOTU inh = CCHFV vOTU protease inhibitors, primary screen, biochemical, Pep-AMC substrate, fluorescence | Crimean-Congo hemorrhagic fever virus L polyprotein viral ovarian tumor (vOTU) protease … | inhibition, % at 11.5 µM | 370,000 tested, 0.55% active | AID 651958, 2012; in the data active = inhibition above about 30%; also: 0% = vehicle wells with enzyme and 100% = no enzyme wells
# SSB-PriA inh = inhibitors of Klebsiella pneumoniae PriA binding to SSB C-terminal tail, primary screen, biochemical, AlphaScreen | AID 1272365, 2023 | AlphaScreen SSBct-PriA binding, biotinylated peptide | PriA–SSB C-terminal tail interaction (Klebsiella pneumoniae) | inhibition, % at 33 µM | 430,000 tested, 0.6% active; in the data active = inhibition mostly above about 37%, no sharp cut-off; inactive = mostly below about 20%;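 also: plate controls were negative control peptide for no effect and reference peptide for full effect; strong numbers were not always called active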
# Anthrax LF prot = Bacillus anthracis LF protease inhibitors, primary screen, biochemical, multiplex microsphere, MLPCN library; Lethal factor (Bacillus anthracis), P15917; inhibition, % at 10 µM; 360,000 tested, 0.12% active; multiplex microsphere protease cleavage assay; AID 588501, 2011; also: plate controls were buffer without enzyme for full effect and enzyme alone for no effect
# Target sequence (P15917 whole entry, looked up): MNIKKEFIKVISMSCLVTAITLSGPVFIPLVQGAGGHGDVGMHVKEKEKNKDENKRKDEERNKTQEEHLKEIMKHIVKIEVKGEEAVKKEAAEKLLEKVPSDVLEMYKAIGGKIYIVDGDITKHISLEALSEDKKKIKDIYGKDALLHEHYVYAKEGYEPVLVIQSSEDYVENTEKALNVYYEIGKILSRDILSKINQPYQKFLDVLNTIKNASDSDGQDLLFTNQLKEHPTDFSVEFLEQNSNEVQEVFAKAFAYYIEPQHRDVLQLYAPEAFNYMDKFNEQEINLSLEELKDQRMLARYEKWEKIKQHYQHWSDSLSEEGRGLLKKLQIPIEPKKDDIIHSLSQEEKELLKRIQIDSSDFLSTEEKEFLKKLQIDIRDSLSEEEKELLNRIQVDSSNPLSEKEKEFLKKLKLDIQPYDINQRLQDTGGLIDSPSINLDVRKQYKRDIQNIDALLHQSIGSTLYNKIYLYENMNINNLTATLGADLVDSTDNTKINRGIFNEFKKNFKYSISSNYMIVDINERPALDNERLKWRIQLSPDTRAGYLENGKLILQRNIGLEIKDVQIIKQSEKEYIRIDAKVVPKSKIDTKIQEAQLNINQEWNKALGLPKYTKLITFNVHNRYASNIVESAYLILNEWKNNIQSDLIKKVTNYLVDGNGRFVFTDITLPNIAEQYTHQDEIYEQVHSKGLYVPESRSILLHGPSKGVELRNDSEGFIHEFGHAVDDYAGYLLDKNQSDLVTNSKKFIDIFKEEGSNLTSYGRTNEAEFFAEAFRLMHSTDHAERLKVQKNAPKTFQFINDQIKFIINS
# PfHsp40 rescue = rescue of yeast from PfHsp40 toxicity, primary screen, S. cerevisiae, ATP luminescence; AID 504582, 2011; 340,000 tested, 0.68% active; growth rescue, % at 12.5 µM; S. cerevisiae expressing PfHsp40, growth rescue; in the data active = growth rescue above about 28%, passing the limit was not always enough; inconclusive = no clear call, values can overlap the other calls;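 also: yeast W303a lacking pdr1 and pdr3 grown in galactose medium; growth measured after three days at 30 °C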
# Y pestis TopoI = Yersinia pestis topoisomerase I inhibitors, primary screen, biochemical, cleavage product accumulation, plate reader, single point | activity, % at 10 µM | Y. pestis Topo-I cleavage product accumulation | DNA topoisomerase I (Yersinia pestis CO92) | 360,000 tested, 0.064% active | AID 504884, 2011; in the data active = activity above about 50%, passing the limit was not always enough; inconclusive = no clear call, values can overlap the other calls; also: inactives centre near 2
# TcdB inh = TcdB glycohydrolase inhibitors, primary screen, biochemical, single point, plate reader; AID 652162, 2013; inhibition, % at 9.99 µM; Toxin B (Clostridioides difficile), P18177; 350,000 tested, 0.24% active; TcdB glycohydrolase enzymatic assay; in the data active = inhibition above about 10%
# BH1578 lux ind = inducers of Vibrio cholerae quorum light production without autoinducers, primary screen, BH1578 luxS cqsA deficient, single point | activation, % at 18.7 µM | AID 588436, 2011 | 350,000 tested, 0.16% active | V. cholerae BH1578 lux reporter, luminescence, 6 h; in the data active = activation mostly above about 9.7%, no sharp cut-off; inconclusive = no clear call, values can overlap the other calls; inactive = mostly below about 3.7%; also: not every result past the cut was called active; inactives centre near 0; reference of the scale not given here
# DUSP3 inh = VHR1 phosphatase inhibitors, primary screen, biochemical, absorbance, uHTS. Dual specificity protein phosphatase 3 (Homo sapiens), P51452. recombinant VHR phosphatase, pNPP absorbance. inhibition, % at 13.3 µM. 290,000 tested, 0.52% active; in the data active = inhibition above about 50%; also: some compounds called inactive have numbers as strong as hits
# Target sequence (P51452 whole entry, looked up): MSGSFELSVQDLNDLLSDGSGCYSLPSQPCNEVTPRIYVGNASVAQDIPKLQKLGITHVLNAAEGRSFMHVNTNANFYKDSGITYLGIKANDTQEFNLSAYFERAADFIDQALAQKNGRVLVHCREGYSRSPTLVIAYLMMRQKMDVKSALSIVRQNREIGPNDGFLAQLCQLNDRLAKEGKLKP
# 3CLpro inhibitor = SARS-CoV 3CLpro protease inhibitors, primary screen, biochemical, quenched FRET; recombinant SARS-CoV 3CLpro, quenched FRET peptide cleavage; inhibition, % at 6 µM; 290,000 tested, 0.14% active; AID 1706, 2009; in the data active = inhibition above about 12%
# * hit, by the source's call; i = inactive; u = inconclusive; x = no result given; & = joins results of further samples. Rule as the data show it, unless noted: active = inhibition above about 30%; inconclusive = no clear call, values can overlap the other calls; inactive = below that. An excerpt; the hit share may differ from the screen's.
# Values in the order: BoNT-A LC inh2	CCHF vOTU inh	SSB-PriA inh	Anthrax LF prot	PfHsp40 rescue	Y pestis TopoI	TcdB inh	BH1578 lux ind	DUSP3 inh	3CLpro inhibitor
- C/C=C/COC(=O)C1=C(C)NC(=O)NC1c1ccc2c(c1)OCO2 (configuration not stated)
  -1.6	3.5	-16.5	-1.4	1.6	4.9	1.3	-2.0	9.8	-0.8
- Cc1ccc(NC(=O)COc2coc(CN3CCc4ccccc4C3)cc2=O)c(C)c1
  0.1	28.2	-3.9	1.6	5.8	16.1	1.2	-1.1	x	x
- O=C(Cc1c(F)cccc1Cl)Nc1cc(S(=O)(=O)N2CCOCC2)ccc1N1CCCC1
  -0.7	9.3	-5.7	1.3	0.0	3.2	0.9	i	x	x
- COc1cccc(NC(=O)CN(C)C(=O)c2cn(-c3ccccc3)nc2-c2cccnc2)c1
  -7.4	29.0	-1.8	-0.2	0.1	22.9	0.2	i	x	x
- COCCNC(=O)c1cc2cc3ccc(OC)cc3nc2o1
  0.4	-357.5	1.3	-2.2	-0.2	-3.4	5.1	-0.3	30.8	-8.4
- CC(c1ccccc1F)n1cc(C(=O)NCCCc2nc3ccccc3[nH]2)nn1 (configuration not stated)
  0.1	1.8	-0.6	-0.4	-0.2	7.3	0.9	i	44.3	5.1
- O=C(NC1CCN(Cc2ccccc2)C1)c1cccc(S(=O)(=O)N2CCOCC2)c1 (configuration not stated)
  -1.6	-7.2	-2.0	-1.4	1.4	11.4	-3.3	i	x	x
- C[C@@H]1OC(Nc2ccc(N=Nc3ccccc3)cc2)[C@H](O)[C@H](O)[C@H]1O (some centres not stated)
  -10.4	9.4	18.6	-20.2	0.2	-7.6	0.4	i	16.6	4.2
- O=C1/C(=C/c2cccnc2)SC(=NCc2ccccc2)N1Cc1ccccc1
  0.6	11.9	-8.2	-6.4	0.1	-2.6	10.1*	-0.5	-6.0	0.7
- c1csc(-c2nc(N3CCCCC3)no2)c1
  -0.7	5.6	-25.4	-12.9	-1.3	2.8	1.4	i	5.9	-3.4
- COn1c2c(c3c4no[n+]([O-])c4ccc31)CCCC2
  0.4	-7.8	-12.3	0.7	-1.1	1.1	x	i	26.4	3.7
- O=C(Nc1ccc(F)cc1F)C1CCN(c2ncnc3c2sc2cccc(F)c23)CC1
  0.0	3.7	-6.6	-8.1	0.3	6.3	-0.4	-0.2	33.1	-3.9
- COc1ccc(C(=O)O/N=C/c2c(C(F)(F)F)nn(C)c2SCc2ccccc2Cl)cc1
  0.8	0.7	x	-2.5	-0.7	45.8	x	5.3	2.5	-5.1
- CCCCC1(C)OC(=O)C(=Cc2ccc(SC)cc2)C(=O)O1 (configuration not stated)
  -0.3	5.5	-2.1	-1.7	-0.4	3.6	-0.1	3.3	-9.8	-1.4
- CCOC(=O)c1cnn(CCOC(=O)Cc2cccs2)c1NC(=O)Cc1cccs1
  0.7	-5.2	-13.7	-0.7	-1.7	7.7	x	-0.3	1.8	4.3
- C[C@@H]1CN([C@H](C)CO)C(=O)c2cc(C#CC3CCCCC3)cnc2O[C@H]1CN(C)Cc1cccnc1
  0.1	-9.7	x	-3.7	x	39.6	1.2&1.6&-3.5	i	x	x
- Cc1ccc(NC(=O)COC(=O)C2(c3ccc(Cl)cc3)CCCC2)cc1
  0.6	1.2	-16.2	-0.4	-0.4	12.0	1.0	i	-4.8	-1.6
- Cc1cc(C(C)(C)C)ccc1NC(=O)CC(C)(C)CC(=O)O
  x	-6.8	-7.2	x	-1.5	-0.6	-1.6	-0.4	15.5	4.2
- O=C(Nc1ccc2c(c1)CCCN2C(=O)c1ccccc1)c1ccccc1Br
  -4.0	18.5	12.0	-7.1	6.9	31.0	1.1	-2.0	-3.6	2.4
- CSCCC(NC(=O)c1cccc(C)c1)C(=O)O (configuration not stated)
  -0.9	8.8	-19.1	-8.4	-1.1	1.7	-1.5	-0.1	-18.9	4.7
- COc1ccc(-c2noc(CN(C)C3CCOCC3)n2)cc1
  -0.7	-11.2	3.5	0.0	0.2	1.6	0.8	-0.1	18.5	5.5
- Oc1ccc(Nc2nc(N3CCCC3)c3ccccc3n2)cc1
  1.8	13.4	34.2	-4.0	-0.6	-11.3	-8.3	i	32.2	-6.6
- CC(C)OCC(O)CN (configuration not stated)
  0.5	-17.7	-7.7	-0.2	-1.4	-1.1	x	-0.1	15.4	4.7
- CC1(C)Cc2c(cnn2-c2ccc(F)cc2)C(NC(=O)c2ccc(=O)oc2)C1 (configuration not stated)
  4.2	15.6	-0.5	2.1	-1.8	18.2	2.8	i	3.6	1.3
- Cc1oc2cc3oc(=O)c(CC(=O)NCC(=O)N[C@@H](C(=O)O)c4ccccc4)c(C)c3cc2c1C
  -0.4	-16.1	-8.7	-2.4	-0.7	6.3	0.5	-0.4	16.5	5.1
- Cc1ccc(Cl)c(OCC(=O)Nc2ccccc2N2CCCCC2)c1
  -0.4	-8.0	-9.0	0.4	-0.9	0.0	1.9	1.2	x	x
- O=C(O)C1(P(=O)(c2ccccc2)c2ccccc2)CCCC1
  -0.4	-3.2	0.8	-3.2	-0.6	-2.6	0.1	i	-17.0	0.1
- O=S(c1ccccc1O)S(=O)c1ccccc1O (configuration not stated)
  0.3	5.5	4.3	-3.6	144.0*	-19.0	-1.1	x	x	x
- O=C(NCC(c1ccc(F)cc1)N1CCOCC1)c1ccco1 (configuration not stated)
  -1.0	-9.0	2.4&-3.0	-0.2	-0.5	4.8	0.5	i	x	x
- Cc1nc2c3cc(F)ccc3n(CCN3CCCCC3)c2s1
  -0.5	24.2	-3.1	-7.7	0.9	10.0	0.5	i	-1.8	2.5

# One compound at a time, from the list above. Screens in order: BoNT-A LC inh2 | CCHF vOTU inh | SSB-PriA inh | Anthrax LF prot | PfHsp40 rescue | Y pestis TopoI | TcdB inh | BH1578 lux ind | DUSP3 inh | 3CLpro inhibitor
# O=C(Nc1ccc2c(c1)CCCN2C(=O)c1ccccc1)c1ccccc1Br in the list: -4.0 | 18.5 | 12.0 | -7.1 | 6.9 | 31.0 | 1.1 | -2.0 | -3.6 | 2.4
# Cc1oc2cc3oc(=O)c(CC(=O)NCC(=O)N[C@@H](C(=O)O)c4ccccc4)c(C)c3cc2c1C in the list: -0.4 | -16.1 | -8.7 | -2.4 | -0.7 | 6.3 | 0.5 | -0.4 | 16.5 | 5.1

# (further entries)
# Values in the order: BoNT-A LC inh2	CCHF vOTU inh	SSB-PriA inh	Anthrax LF prot	PfHsp40 rescue	Y pestis TopoI	TcdB inh	BH1578 lux ind	DUSP3 inh	3CLpro inhibitor
- CSc1ccc(C(=O)C2CCCN(Cc3cccnc3)C2)cc1 (configuration not stated)
  -1.0	2.5	9.4	-1.3	-0.6	21.4	1.1	-0.2	57.8*	4.6
- COc1ccccc1NC(=O)c1cc2c(CO)cnc(C)c2oc1=Nc1cc(OC)c(OC)c(OC)c1
  1.7	12.8	21.8	-5.2	1.1	-9.8	-0.4	-0.6	-9.3	1.2
- C[C@@H]1CN([C@@H](C)CO)C(=O)CCCn2nncc2CO[C@H]1CN(C)C(=O)c1cc(-c2ccccc2)on1
  0.0	-2.8	x	1.0	x	21.8	-0.4&-0.4	-0.6	x	x
- O=C1NC(=O)N(Cc2cccs2)C(=O)/C1=C/c1ccc(N2CCOCC2)cc1
  0.0	17.6	-1.0	-8.9	-0.9	1.6	1.4	i	8.5	2.9
- O=C1OCCC1NC1=NCCC1 (configuration not stated)
  -0.7	-6.2	-14.0	-5.3	0.9	3.9	x	i	-1.5	-0.3
- CCOc1ccccc1CNC(=O)C1CCCN(c2nnc(C)c3c(C)n(-c4ccccc4)nc23)C1 (configuration not stated)
  -7.8	-14.5	-16.9	2.1	1.3	6.5	-0.4	-0.4	11.4	-1.9
- CCCOC(=O)c1c(NC(=O)CCCn2nc([N+](=O)[O-])cc2C)sc(C(=O)OC)c1C
  -0.7	8.9	2.6	-0.6	1.1	u	x	-0.3	17.0	5.3
- Cc1ccc2nc(Nc3ccccc3)cc(C)c2c1
  -0.2	-2.9	0.1	9.8	-0.3	-5.0	1.6	-0.4	20.0	6.6
- COc1ccccc1N1CCN(C(=O)CN(CCc2ccccc2)S(C)(=O)=O)CC1
  -0.4	0.6	0.8	-2.5	-0.9	2.2	x	i	32.1	-0.8
- CCn1cc(CN2CCc3c([nH]c4ccccc34)C2c2cccc(O)c2)c(C)n1 (configuration not stated)
  0.5	-2.2	20.1	-1.3	0.4	5.3	0.0	-0.5	25.2	-0.6
- CCN(CC)CC#CCC(O)(c1ccccc1)C1CCCC1 (configuration not stated)
  2.2	-12.4	-6.8	7.0	-1.4	21.7	-0.3	-1.0	8.7	-1.4
- Cc1cc(NC(=O)COC(=O)CCNS(=O)(=O)c2c(Cl)cccc2Cl)no1
  0.0	0.5	-1.6	-6.8	-2.5	-8.8	0.3	-0.3	-4.0	0.8
- c1ccc(COc2cccc(CN3CCN(c4ccccn4)CC3)c2)cc1
  0.3	2.8	-18.4	-2.5	0.9	27.7	x	-1.0	-3.4	-5.7
- COCCNC(=O)NC12CC3(C)CC(C)(CC(C)(C3)C1)C2
  -0.5	35.0*	1.1&-3.0	1.2	0.9	-2.1	1.1	i	2.1	-0.9
- Cc1ccc(S(=O)(=O)N2Cc3ccccc3CC2C(=O)Nc2ccc3c(c2)OCO3)cc1 (configuration not stated)
  0.1	5.6	12.5	-0.7	1.2	1.1	x	3.2	2.4	-0.6
- CC1=C(C(=O)OCc2ccccc2)C(c2cccc(Cl)c2Cl)NC(=O)N1CCCCCC(=O)O (configuration not stated)
  -0.6	10.2	-1.8	-6.2	-1.7	14.6	0.6	2.4	-14.4	1.6
- CC(=O)Nc1ccc(OS(=O)(=O)c2c(C)cc(C)cc2C)cc1
  -1.1	1.7	-15.9	0.5	2.1	1.2	1.5	4.3	6.4	1.9
- C[C@H](CO)N1C[C@H](C)[C@@H](CN(C)S(=O)(=O)c2cccs2)Oc2c(NC(=O)C3CC3)cccc2C1=O
  0.1	-3.2	-16.7	-13.2	-0.6	-10.3	-0.5&1.5	-0.5	x	x
- Cc1occc1C(=O)Nc1ccc(OCc2ccccc2)cc1
  -0.1	-1.0	-13.0	-4.8	-2.3	-1.6	1.9	-0.7	21.7	3.1
- CCOC(=O)c1c(C)nc(C)c(C(=O)OCC)c1-c1cccc(N)c1
  0.3	5.1	-8.6	-2.5	-0.2	1.9	0.9	i	-7.1	0.1
- Cc1ccc[n+](-c2nc3ccccc3nc2[N-]S(=O)(=O)c2ccccc2)c1
  2.9	-2.4	-7.3	0.2	1.3	-8.0	1.2	-0.5	8.7	-2.2
- Cc1cc(NC(=O)c2ccc3c(c2)OCCO3)ccc1NC(=O)c1cc2ccccc2o1
  -0.1	-12.2	-2.4	-5.5	-0.4	-5.8	0.4	-0.6	19.7	2.2
- CC(C)Cc1ccccc1S(N)(=O)=O
  -0.2	-4.8	1.5	-10.6	-0.1	2.8	0.7	i	5.0	0.7
- CCCCCCCCCn1c2c(c(=N)c3c1CCC3)CCC2
  0.5	x	3.0	-1.2	-1.3	15.3	x	1.3	4.2	1.9
- O=C(COC(=O)c1ccc(F)c(S(=O)(=O)N2CCOCC2)c1)NCc1ccc(Cl)cc1
  -3.6	-3.0	0.4	-3.0	1.3	5.6	0.5	i	x	x
